Source: PubChem BioAssay
Nrf2 activator = activators of Nrf2 (ARE) signaling; AREc32 ARE-luciferase reporter (MCF7-derived line), luminescence, 24 h; Potency, µM (highest dose often 46.1 µM), inactives show at the top dose activation, usual class: activators; actives 0.31% (n = 410,000); AID 624171; note: potency is the fitted concentration of half-maximal effect; % of control where 0% means no effect; nearly all actives have a fitted effect of over 65% in size
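Each well held 1000 AREc32 cells, which were incubated with compound for 24 hr at 37 deg C after overnight attachment, and ARE reporter activity was quantified by firefly luciferase luminescence.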
CCT modulator = cytosolic chaperonin activity modulation | purified chaperonin ATPase assay, HTRF ADP detection, 30 min | activity change, % (concentration not given with the values), hits read low | actives 0.3% (n = 360,000); in the data active = activity change below about -30%; note: % is set by controls: 0 for no effect and ±100 for the full control effect
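Nucleotide hydrolysis assay: TRiC at 20–40 nM final (set by batch activity) with 10 uM ATP, 30 min at 37 °C, in presence of 76 uM compound. Detection by competitive ADP HTRF, 30 min ambient.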
A549 viability = A549 cytotoxicity, counter-screen for Nrf2 inhibitors; Potency, µM (highest dose often 46 µM), for the others: at the top dose activity change, negative = cytotoxicity, hits mostly inhibitors; actives 0.16% (n = 390,000); A549 ARE-Fluc cells, CellTiter-Fluor viability, 18-24 h; AID 504648; note: potency is the fitted concentration of half-maximal effect; % is set by controls: 0 for no effect and ±100 for the full control effect
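Cytotoxicity counterscreen: CellTiter-Fluor fluorescence was measured in A549 ARE_Fluc cells after 18-24 h of compound exposure in a concentration series. The subsequent BugLite luminescent read reports ARE-luciferase activity.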
S2 tox = viability counter-screen for ATXN expression inhibitors. S2 cells (HEK-293 line with an ATXN2-luciferase reporter) viability, CellTiter-Fluor protease fluorescence, 24 h. Potency, µM (highest dose often 56.7 µM), most hits filed as cytotoxic. actives 0.49% (n = 400,000). AID 651635; note: potency is the fitted concentration of half-maximal effect; nearly all actives have a fitted effect of over 40% in size
Akt phos inh = blocks phosphorylation of Akt; Neuro2A IGF-stimulated pAkt S473 HTRF, 20 min; hits give low values; activity change, % for hits at 50 µM; AID 651550; actives 0.32% (n = 360,000); in the data active = activity change below about -80%; inconclusive = mostly about -51% to -80%; note: % is set by controls: 0 for no effect and ±100 for the full control effect
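Single-point screen (50 µM final compound) in Neuro2A cells stimulated 20 min with 6 nM IGF at 37 deg C. After lysis, Ser473-phosphorylated Akt read by HTRF (ex 330 nm, em 615/665 nm) as the 665/615 ratio.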
HepG2 viability = HepG2 cytotoxicity, counter-screen for TGF-b inhibitors | Potency, µM (titrated, usually from 46.1 µM), for the others: at the top dose activity change, negative = cytotoxicity, actives largely listed as cytotoxic | actives 0.76% (n = 410,000) | AID 588856 | HepG2 CAGA-GFP viability, ATP luminescence, 18 h; note: potency is the fitted concentration of half-maximal effect; some results filed as inactive show a strong effect at the top dose
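HepG2 CAGA-GFP cells (1000/well, DMEM with 1% FBS) received compound, then TGF-beta at 500 pg/mL final, and were incubated 18 hours at 37 degrees C. Viability was read by CellTiter-Glo luminescence. Media-only wells were set as complete cell-killing and DMSO as no toxicity.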
Mm-Cpn inhibitor = inhibitors of Methanococcus maripaludis chaperonin (MmCpn); Potency, µM (doses to about 76.9 µM), for inactives: top-dose activity, negative = inhibition, hits mostly inhibitors; purified Mm-Cpn ATPase, ADP Transcreener TR-FRET; actives 0.031% (n = 330,000); note: potency is the fitted concentration of half-maximal effect; % is set by controls: 0 for no effect and ±100 for the full control effect; nearly all actives have a fitted effect of over 80% in size
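Reaction buffer contained 30 mM Tris pH 7.4, 100 mM KCl, 5 mM MgCl2 and 1 mM DTT. Mm-CPN (25 nM final) hydrolysed 10 uM ATP over 30 min at 37°C; ADP was read by HTRF.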
Nrf2 inh = blocks Nrf2 signaling. A549 ARE-Fluc reporter, luciferase luminescence, 18-24 h. Potency, µM (highest dose often 46 µM), for inactives: at the top dose activity change, negative = inhibition, usual class: inhibitors. AID 504444. actives 2.1% (n = 360,000); note: potency is the fitted concentration of half-maximal effect; % is set by controls: 0 for no effect and ±100 for the full control effect; nearly all actives have a fitted effect of over 60% in size
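A549 ARE_Fluc cells, 5000/well, 5% FBS OPTI-MEM; compounds in dose-response, 18-24 h at 37 °C/5% CO2; CellTiter-Fluor viability read (Ex 405/Em 525), then BugLite luciferase luminescence = Nrf2 activity.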
TGFb inhibitor = blocks TGF-b signaling | HepG2 CAGA-GFP TGF-b/SMAD3 reporter, GFP fluorescence, 18 h; TGF-beta stimulated, 500 pg/mL final | Potency, µM (series often up to 46.1 µM), for the others: top-dose activity, negative = inhibition, most hits filed as inhibitors | actives 1.2% (n = 410,000) | AID 588855; note: potency is the fitted concentration of half-maximal effect; % is set by controls: 0 for no effect and ±100 for the full control effect; nearly all actives have a fitted effect of over 65% in size
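TGF-beta reporter screen: HEPG2 CAGA-GFP, 1% FBS, 500 pg/mL TGF-beta final, 18 h; per-cell GFP summed per well; curves fitted and categorized by class.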
* = called active by the depositor; i = inactive; ? = inconclusive; nt = no result given; & = joins results of further samples; [ ] = another dose, or the depositor's remark. Unless noted, calls come from the whole dose curve; as a rule, active = well fitted curve in the direction sought with a large enough effect; inconclusive = small, poorly fitted or top-dose-only effect, or another doubt; inactive = no such curve, though single readings can be large; an effect the other way counts as inactive or inconclusive. This is a random part of the collection (roughly 4.4% active in at least one column).

SMILES	Nrf2 activator	CCT modulator	A549 viability	S2 tox	Akt phos inh	HepG2 viability	Mm-Cpn inhibitor	Nrf2 inh	TGFb inhibitor
CCOc1ccc(CC(=O)NNC(=O)NC2CCCCC2)cc1	-0.7%	0.9	2%	i	i	-10%	0%	-14%	14%
NC(=S)Nc1ncc(C(F)(F)F)cc1Cl	0.5%	0.6	-6%	i	i	-29%	2%	-13%	-10%
CCC(=O)c1cc(F)c(N2CCN(S(=O)(=O)c3ccccc3)CC2)cc1C	2.3%	5.9	0%	i	i	-32%	-2%	?	-16%
COc1ccc(OC)c(NC(=O)C2(C)CCN2CCOc2ccccc2)c1 (configuration not stated)	5.2%	1.4	nt	i	nt	-15%	nt	nt	3%
CCOC(=O)C1CCCN(C(=O)CSc2ccc(NC(C)=O)cc2)C1 (configuration not stated)	1.7%	-0.9	3%	i	i	1%	-2%	2%	-2%
CCCc1nc(SCc2cc(=O)c3ccc(C)c(C)c3[nH]2)n[nH]1	0.7%	nt	8%	?	nt	0%	nt	nt	-2%
CSCCC(NC(N)=O)C(=O)NCC1CCCCC1 (configuration not stated)	1.6%	-9.6	11%	i	i	-4%	0%	nt	3%
C#CC(CO)N(CCN(Cc1ccccc1)C(C#C)CO)Cc1ccccc1 (configuration not stated)	1.9%	-0.4	6%	i	i	5%	-2%	7%	?
COc1cc(/C=C/C(=O)OCC(=O)N2CCN(S(=O)(=O)c3ccc(C)cc3C)CC2)ccc1OC(F)F	-0.6%	-2.5	0%	i	i	-26%	nt	-5%	-8%
O=C(Nc1cc(Cl)ccc1-n1cncn1)c1cccc(S(=O)(=O)N2CCOCC2)c1	3.3%	0.5	2%	i	i	0%	1%	-13%	8%
COCC(C)n1c(SCc2ccc(C(=O)OC)o2)nc2ccccc2c1=O (configuration not stated)	1.5%	1.4	-1%	i	i	10%	2%	?	8%
CCOC(=O)C1(Cc2ccc(OC)cc2)CCN(C(=O)Cn2cnnn2)CC1	-0.1%	-4.6	-1%	i	i	1%	-3%	5%	-17%
Nc1nc(Cl)cc(N2CCOCC2)n1	-0.6%	-0.2	-1%	i	i	-2%	-1%	nt	39%[activator]
CCN1C(=O)[C@@H]2[C@@H](c3ccc(SC4CCCCC4)c(OC)c3)N3CCC[C@@]3(C(=O)OC)[C@@H]2C1=O	0.5%	-2.1	0%	i	i	-17%	-7%	6%	9%
CON(c1nc(Cl)nc(N(C)C)n1)S(=O)(=O)c1ccc(C)cc1	8.6%	-3.9	-9%	i	i	-13%	1%	-1%	-23%
C/C(=N\NC(=S)NCc1ccccc1)c1ccc(C#N)cc1	0.3%	-0.9	10%	i	i	-2%	-1%	3%	0%
COc1ccc([N+](=O)[O-])cc1NC(=O)Cc1ccc(C)cc1	4.0%	1.2	-3%	i	i	-16%	-1%	-1%	-6%
Cc1cccc(CC(=O)NC2CCCCCC2)c1	-0.8%	2.0	0%	i	i	-18%	2%	1%	6%
Cc1cccc(C(=O)OCC(=O)NCC2COc3ccccc3O2)c1 (configuration not stated)	0.1%	-3.1	-3%	i	i	5%	1%	11%	-1%
COc1ccc(N2C(=O)CC(NNC(=O)c3ccc(Br)s3)C2=O)cc1 (configuration not stated)	4.6%	-0.3	6%	i	i	-1%	-1%	14%	-1%
Cc1ccc(-c2ccc([C@H]3[C@H]4C=CC[C@@H](C)[C@@H]4C(=O)N3Cc3ccccc3)c(F)c2)cc1	5.4%	1.8	18%	i	i	-6%	0%	-14%	-19%
CCCCC(=O)NC(c1ccc(OC)cc1)c1ccc2cccnc2c1O (configuration not stated)	0.7%	0.1	nt	?	i	-5%	nt	nt	?
O=S(=O)(c1ccc(F)cc1)N(Cc1nc(-c2ccccc2)no1)C1CCCCC1	4.7%	nt	2%	nt	nt	-19%	nt	3%	-30%
Cc1ccc(C2CCN(C(=O)Nc3ccc(Cl)cc3)C2)cc1 (configuration not stated)	0.5%	nt	0%	nt	nt	2%	nt	nt	?
CCOC(=O)/C(C(N)=NC(C)C)=C(\O)c1ccccc1	-0.6%	-1.1	4%	i	i	6%	-18%	15%	22%

Some entries already given, limited to S2 tox.
SMILES	S2 tox
Cc1ccc(-c2ccc([C@H]3[C@H]4C=CC[C@@H](C)[C@@H]4C(=O)N3Cc3ccccc3)c(F)c2)cc1	i
CCCCC(=O)NC(c1ccc(OC)cc1)c1ccc2cccnc2c1O (configuration not stated)	?

Back to the main list; the three compounds before the break are reprinted first.
SMILES	Nrf2 activator	CCT modulator	A549 viability	S2 tox	Akt phos inh	HepG2 viability	Mm-Cpn inhibitor	Nrf2 inh	TGFb inhibitor
O=S(=O)(c1ccc(F)cc1)N(Cc1nc(-c2ccccc2)no1)C1CCCCC1	4.7%	nt	2%	nt	nt	-19%	nt	3%	-30%
Cc1ccc(C2CCN(C(=O)Nc3ccc(Cl)cc3)C2)cc1 (configuration not stated)	0.5%	nt	0%	nt	nt	2%	nt	nt	?
CCOC(=O)/C(C(N)=NC(C)C)=C(\O)c1ccccc1	-0.6%	-1.1	4%	i	i	6%	-18%	15%	22%
CC1CCCCN1CCCNc1c(C=O)c(=O)[nH]c2ccccc12 (configuration not stated)	-0.4%	-0.1	-2%	i	i	16%	-2%	-7%	-5%
Cc1ccc(C(=O)NCC(=O)OC(C)C(=O)Nc2ccc(N(C)C)cc2)cc1C (configuration not stated)	1.8%	-0.1	2%	i	i	-37%	-5%	13%	33%[activator]
Cc1ccccc1-c1nc(CN2CCC(C(=O)NCCN3CCOCC3)CC2)c(C)o1	-0.3%	2.7	5%	i	i	-3%	-9%	20%	5%
Cc1cc(C)cc(N(C(=O)CNC(=O)c2ccco2)C(C(=O)NC2CCCC2)c2cccnc2)c1 (configuration not stated)	1.7%	-1.2	0%	i	i	-10%	2%	-4%	17%
CCN(c1ccc(F)cc1)S(=O)(=O)c1ccc2[nH]cc(C(=O)NCCCN3CCOCC3)c(=O)c2c1	-0.8%	-0.7	0%	i	i	1%	-1%	10%	-2%
CC[n+]1c(C)sc2cc(C)ccc21	1.4%	-0.8	1%	?	i	-10%	-2%	-6%	-14%
Cn1c(N)c(C(=O)COC(=O)COc2ccc(Cl)cc2Cl)c(=O)n(C)c1=O	0.1%	-4.9	-3%	i	i	5%	2%	15%	21%
CC(C)(C)c1cc(NS(=O)(=O)c2ccc(Br)s2)no1	0.0%	-0.5	3%	i	i	4%	1%	5%	2%
O=C1Nc2c(c(=O)[nH]c(=O)n2-c2ccccc2F)C(C(F)(F)F)(C(F)(F)F)N1	-0.5%	-2.0	-7%	i	i	3%	-1%	11%	0%
Cc1cccc(OCC(=O)OCC(=O)NCC2CCCO2)c1C (configuration not stated)	-0.8%	-0.2	-2%	i	i	-4%	0%	2%	-3%
CC[C@]1(C(=O)OC)[C@H]2C(=O)N(C)C(=O)[C@H]2[C@H]2CN(C)C(=NC)N21	0.4%	-0.2	-3%	i	i	-11%	-1%	-9%	-2%
COc1cc2c(cc1OC)CN(C(=O)CC1CC3CCC1C3)CC2 (configuration not stated)	0.9%	-2.3	-5%	i	i	-12%	2%	-15%	-2%
OCc1ccccc1Cn1ccnc1	-0.1%	2.8	nt	i	i	8%	nt	nt	2%
Cn1c(N)c(NC(=S)NC2CCCCC2)c(=O)n(C)c1=O	5.1%	1.7	4%	i	i	12%	nt	-2%	19%
Cc1ccc(N2CCN(C(=O)CN3C(=O)c4ccccc4C3=O)CC2)cc1	0.1%	0.9	2%	i	i	-6%	1%	5%	4%
Cc1onc(-c2ccccc2)c1C(=O)Nc1sccc1C#N	2.4%	-0.4	-1%	i	i	-14%	-5%	-19%	-22%
CC(C)(C)CN1C(N)=NC[C@H]1Cc1ccc(O)cc1	0.5%	0.1	2%	i	i	-10%	0%	1%	-3%
Cc1nc(Nc2ncc3c(n2)CC(C)(C)CC3=O)nc2ccccc12	-0.2%	-6.1	2%	i	i	-8%	nt	3%	7%
COc1ccc(C)cc1Nc1n[n+](-c2ccccc2)c(-c2cc([N+](=O)[O-])cc(OC)c2O)s1	-0.8%	0.0	-4%	i	i	6%	2%	-10%	-2%
O=C(COC(=O)Cc1cccc(F)c1)NCCc1ccccc1	0.1%	-0.8	10%	i	i	1%	-2%	1%	-5%
CNC(=O)c1[nH]cnc1C(=O)N[C@@H](CC(C)C)C(=O)OCc1ccccc1	4.9%	-0.2	-5%	?	i	-22%	nt	10%	1%
O=C(CCn1c(=S)oc2ccccc21)N1CCCCC1	0.8%	-0.3	-5%	i	i	-15%	0%	16%	?
COC(=O)N1CCN(c2ccc(C(C)=O)cc2)CC1	-0.5%	-1.1	-13%	i	i	1%	-1%	14%	0%
COc1ccc(N2CCN(C(=O)C3CCN(S(=O)(=O)c4cccs4)CC3)CC2)cc1	0.2%&7.2%	-1.3	0%&3%	i	i	-8%&-30%	0%	?	?
O=C(Nc1cccc2c1CCCC2)C1CCCN(S(=O)(=O)c2cccc3nonc23)C1 (configuration not stated)	-0.4%	-2.5	-1%	i	i	1%	nt	-6%	-1%
NS(=O)(=O)c1ccc(CCNC(=O)Cc2ccc(Cl)cc2)cc1	-0.3%	0.2	0%	?	i	0%	3%	3%	-2%
O=C(CCn1nnc2ccccc21)Nc1nnc(COc2ccc(F)cc2)s1	3.1%	0.0	nt	i	i	1%	0%	0%	15%
CC(C)C[C@H](NC(=O)N1CC(=O)Nc2ccccc21)C(=O)N1CCC[C@H]1C(=O)O	-0.9%	1.4	1%	i	i	-2%	4%	6%	9%
COc1ccc(-n2nnnc2SCC(=O)Nc2ccc3c(c2)OCCO3)cc1OC	0.7%	2.2	2%	?	i	-4%	-2%	-2%	11%
